# From PubChem BioAssay
# tim23-1 inh: inhibits growth of tim23-1 mutant yeast. AID 463212. actives 1.3% (n = 330,000). S. cerevisiae tim23-1 growth, BacTiter-Glo luminescence, 24 h. inhibition, % at 20 µM;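 active = growth inhibition of the mutant yeast at or above 50%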;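 note: temperature-sensitive mutant grown at 25 °C; plate controls were DMSO-treated mutant yeast for no effect and medium wells lacking yeast for full effect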
# APJ antag: blocks the human apelin receptor APJ. actives 0.32% (n = 330,000). CHO-K1 APJ beta-arrestin complementation, luminescence. inhibition, % at 20 µM. P35414;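 active = inhibition above about 40% at 20 µM, limit read from the data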;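 note: cells challenged with 10 nM apelin-13 agonist together with compound; plate controls were apelin-13 plus DMSO wells for no effect and DMSO wells lacking apelin-13 for full effect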
# Target sequence (P35414 whole entry, looked up): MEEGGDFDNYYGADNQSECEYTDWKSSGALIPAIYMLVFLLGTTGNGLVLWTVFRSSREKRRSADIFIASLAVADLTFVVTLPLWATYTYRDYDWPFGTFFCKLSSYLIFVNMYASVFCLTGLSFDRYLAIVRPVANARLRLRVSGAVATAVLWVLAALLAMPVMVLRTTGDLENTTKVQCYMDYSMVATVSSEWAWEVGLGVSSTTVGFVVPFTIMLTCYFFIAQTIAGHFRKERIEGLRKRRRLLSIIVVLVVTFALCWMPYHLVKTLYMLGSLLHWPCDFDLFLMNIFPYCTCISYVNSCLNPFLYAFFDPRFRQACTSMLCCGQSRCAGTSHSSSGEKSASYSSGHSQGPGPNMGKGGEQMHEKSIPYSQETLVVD
# UPR XBP1 act: adaptive UPR (XBP1) activation. CHO-XBP1 luciferase reporter, IRE1-XBP1 UPR activation, luminescence; percent of tunicamycin response, DMSO as zero. activation, % at 20 µM. actives 0.33% (n = 330,000). AID 463104;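 active = versus positive control, 20 µM dose yields 30% or more activation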;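 note: 100% = tunicamycin at 10 µg/mL and 0% = DMSO only wells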
#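 Signal: luciferase luminescence; Assay system: CHO-XBP1 luciferase reporter cells; Amount: one thousand reporter cells per well; Dosing: 20 µM single concentration, DMSO 1%; Benchmarks: high control tunicamycin 10 µg/mL final, low control DMSO vehicle only; Schedule: 6 h compound exposure at 37 °C, 5% CO2; Evaluation: percent activation relative to tunicamycin reference.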
# APJ ag: agonists of human APJ apelin receptor | P35414 | CHO-K1 APJ PathHunter beta-arrestin, luminescence; 0% DMSO wells, 100% apelin | activation, % at 20 µM | actives 0.11% (n = 330,000);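 active = activation more than six SD over the plate average, tested at 20 µM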;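 note: 0% = DMSO alone and 100% = apelin-13 at 10 nM; some results filed as inactive read as strong as hits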
#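 Test system – PathHunter CHO-K1 APJ (AGTRL-1) beta-arrestin reporter cells · Input – 1000 cells/well · Compound – single test compound dose, 20 µM final, 1% DMSO · Times – compound stimulation 90 min at 25 °C, detection 60 min · Technique – beta-gal luminescence · Read-out basis – APJ–arrestin association signal · Control set – negative DMSO alone, positive Apelin-13 at 10 nM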
# CXCR6 block: inhibitors of human CXCR6 receptor; O00574; CHO-K1 PathHunter CXCR6 beta-arrestin, luminescence; inhibition, % at 20 µM; actives 0.36% (n = 360,000); AID 602244; in the data active = inhibition above about 34%, passing the limit was not always enough;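 note: antagonist mode with CXCL16 agonist at 10 nM final; 0% = 10 nM CXCL16 with DMSO and 100% = unstimulated wells without agonist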
# Target sequence (O00574 whole entry, looked up): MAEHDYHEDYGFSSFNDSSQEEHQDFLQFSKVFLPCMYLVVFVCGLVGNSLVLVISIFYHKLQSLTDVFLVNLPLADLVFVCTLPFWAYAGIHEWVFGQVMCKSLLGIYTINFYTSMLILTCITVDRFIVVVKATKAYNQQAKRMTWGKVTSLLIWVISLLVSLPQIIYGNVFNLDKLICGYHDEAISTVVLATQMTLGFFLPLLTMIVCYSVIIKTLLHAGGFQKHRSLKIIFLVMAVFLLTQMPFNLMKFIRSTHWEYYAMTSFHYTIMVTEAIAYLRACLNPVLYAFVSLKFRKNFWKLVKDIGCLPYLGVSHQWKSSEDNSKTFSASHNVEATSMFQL
# Mdm2 MdmX PPI: disrupts the human Mdm2-MdmX interaction | inhibition, % at 8 µM | actives 3% (n = 330,000) | O15151+Q00987 | SaOS-2 split-luciferase Mdm2/MdmX complementation, luminescence;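 active = inhibition of at least 50% at 8 µM in the primary screen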
# UPR CHOP act: activators of apoptotic arm of unfolded protein response (CHOP); CHO-CHOP luciferase reporter, UPR activation, luminescence; percent of tunicamycin response over DMSO baseline; activation, % at 10 µM; actives 0.34% (n = 330,000);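 active = at 10 µM dose, activation of 40% or more, normalized to positive control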;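 note: 100% = tunicamycin at 10 µg/mL and 0% = DMSO alone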
#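 System: CHO-CHOP luciferase reporter cell line | Buffer or medium: F12 medium containing 10% fetal bovine serum | Doses: One dose, 10 µM in 0.5% DMSO | Times: 6 h compound exposure at 37 °C after overnight seeding | Signal: Luciferase luminescence | Read-out: % activation vs tunicamycin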
# TIM10 inh: inhibits growth of TIM10 yeast strain; AID 463195; actives 1.4% (n = 330,000); inhibition, % at 10 µM; S. cerevisiae TIM10 strain growth, BacTiter-Glo luminescence, 24 h;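 active = inhibition of 40% or more at the single tested concentration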;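 note: wild-type TIM10 isogenic control strain grown at permissive 25 °C; 0% = DMSO yeast wells and 100% = minimal medium wells without yeast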
# tim10-1 inh: tim10-1 yeast growth inhibition; S. cerevisiae tim10-1 ts strain growth, BacTiter-Glo, 24 h; inhibition, % at 20 µM; actives 2.2% (n = 330,000);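 active = inhibition of at least 40%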;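 note: mutant grown at 25 °C; 0% = DMSO wells with yeast and 100% = wells holding no yeast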
# An asterisk follows results filed as active; . = not tested or not shown. Not all compounds are listed; count on the stated rates, not on these rows.
Molecule	tim23-1 inh	APJ antag	UPR XBP1 act	APJ ag	CXCR6 block	Mdm2 MdmX PPI	UPR CHOP act	TIM10 inh	tim10-1 inh
O=C(NCC(c1ccco1)N1CCN(c2ccccc2)CC1)C(=O)NC1CC1 (stereo unspecified)	-2.3	-44.6	-3.1	-5.6	3.2	-2.4	-1.4	-0.1	-9.4
CN(C)c1ccc(C(=O)OCc2ccccc2)cc1	24.7	1.0	3.5	-2.5	-9.2	-23.5	4.2	13.9	3.2
CCn1c(COc2cccc(OC)c2)nnc1SCC(=O)NCC1CCCO1 (stereo unspecified)	14.4	10.1	-5.0	-3.6	1.0	16.7	0.3	-0.3	14.8
COc1ccc(NC(=O)c2nc(C)c(C3(C)CC(c4ccccc4)=NO3)s2)cc1 (stereo unspecified)	-4.0	-7.5	9.3	-3.7	4.2	59.3*	0.4	-29.5	-39.2
CCNC(=O)COC(=O)/C=C/c1cccc([N+](=O)[O-])c1	20.4	-1.5	-4.2	-1.6	2.6	6.7	0.4	0.2	2.9
Cc1cc(/C=C2\SC(=S)NC2=O)c(C)n1C	1.4	12.4	-1.9	-4.8	18.7	4.6	-0.4	4.0	-7.9
O=C(CCC(=O)N1CCCCCC1)NCc1ccc(F)cc1	2.0	-3.3	-3.4	-2.9	-2.3	-14.3	-0.1	1.8	-7.7
CN(Cc1cccc(Cl)c1)C(=O)C1CCN(C(=O)Nc2ccccc2)CC1	1.2	-30.8	-2.8	-3.4	-10.2	8.5	-2.0	-8.7	-27.1
CCOc1cc(/C=N/N2CCN(Cc3ccccc3)CC2)ccc1O	-3.6	-7.4	-6.2	0.5	-2.1	-2.7	2.4	-5.0	0.1
COc1ccc(OC)c(NC(=O)N[C@H](Cc2ccccc2)C(=O)NN)c1	20.3	2.5	-4.3	-0.5	-0.4	18.5	-1.5	-0.1	5.5
COc1nsnc1NS(=O)(=O)c1ccc(NC(=S)NC(=O)c2cccnc2)cc1	22.8	12.8	-3.0	-2.8	25.0	-11.3	-1.6	-18.6	-9.2
CCn1ccnc1CN1CCN(CC=C(C)C)C(CCO)C1 (stereo unspecified)	16.1	6.3	1.0	-3.6	-9.7	-2.7	-0.1	-18.7	1.9
Cn1nnnc1SCC(=O)Nc1cc(S(=O)(=O)N2CCCC2)ccc1Cl	4.2	-11.4	-6.5	-2.1	5.6	19.5	-1.3	2.0	-4.2
Cc1cc(OCC(=O)Nc2ccccc2F)nc(C(C)C)n1	-0.9	1.9	0.5	5.4	-3.2	-16.6	0.3	4.5	-3.9
O=C(NNC(=O)c1ccccc1Cl)c1csc(N2CCOCC2)n1	7.4	8.4	3.2	-2.3	5.7	4.6	2.0	0.6	-5.3
CCOC(=O)/C=C(\C)Sc1cc(=O)oc2ccccc12	-30.1	-5.9	-1.5	-3.6	3.1	54.7*	-0.9	-28.6	9.8
CCCC(C)NC(=O)c1ccccc1SC (stereo unspecified)	1.5	2.5	-0.5	-0.6	-0.6	22.1	0.4	-1.6	4.6
Cc1nc2ccc(S(=O)(=O)N(C)CC(=O)N3CCc4ccccc43)cc2s1	38.5	4.0	0.5	-2.5	3.7	26.6	-1.9	29.9	22.5
Nc1c(S(=O)(=O)c2cccc(Cl)c2)c2nc3ccccc3nc2n1CCN1CCOCC1	5.5	11.0	0.1	-3.3	5.9	-6.9	-1.1	5.4	19.0
CCc1cc(C(=O)c2ccc(OC)cc2)c(NC(=O)COCC(=O)O)s1	12.5	-7.3	-0.8	-1.8	9.5	0.4	-3.6	-10.3	29.4
CCCn1c(SCC(=O)Nc2cc(C(=O)O)ccc2C)nc2sc3c(c2c1=O)CCC3	9.3	-2.3	-2.0	-5.7	4.6	-1.6	2.1	3.8	13.7
O=C(CNCCC1=CCCCC1)Nc1ccccc1N1CCCCCC1	49.7	12.5	-1.2	-3.6	4.0	3.6	-0.6	19.1	17.4
CC(C)CCN1CCN(C2CCN(c3ccccc3)CC2)CC1CCO (stereo unspecified)	-2.8	8.0	1.2	-2.5	-6.3	4.0	0.6	13.0	8.8
CN1C(C(=O)Nc2cccc(O)c2)=CC(c2cccs2)=NS1(=O)=O	-9.9	13.8	1.7	-2.2	1.5	26.7	1.1	-2.9	-7.3
CC(CCc1ccccc1)NC(=O)CN1C(=O)NC2(CCCCC2)C1=O (stereo unspecified)	1.1	2.9	-5.6	-3.5	5.0	-18.0	2.2	-2.8	13.6
O=P(c1ccccc1)(c1ccccc1)c1nc(-c2ccccc2)oc1N1CCOCC1	16.4	-3.2	3.1	0.1	6.0	-15.0	1.4	24.6	25.4
CCCc1nnc(NC(=O)CCC(=O)N2CCN(Cc3ccccc3)CC2)s1	5.9	-19.8	-4.9	-3.1	0.7	-9.8	0.3	7.0	10.7
COc1ccc(C(C)(C)C)cc1NC(=O)c1ccc2ncsc2c1	40.6	3.3	-5.1	-2.2	4.9	27.1	2.0	-0.7	12.1
COc1ccc(C(=O)CN2C(=O)NC3(CCCCCC3)C2=O)c(OC)c1	-3.0	14.4	-0.9	1.8	-5.6	18.8	1.2	-21.6	-14.9
CCOC(=O)CC1COCCN1C(=O)CCc1nnc(-c2ccsc2)o1 (stereo unspecified)	-2.4	1.2	0.7	-2.6	-2.9	-0.1	2.0	-4.5	9.5
COc1ccccc1N1CCN(C(=O)C2CCN(C(=O)c3ccccc3C)CC2)CC1	8.5	5.2	-4.5	0.7	-7.3	28.5	2.5	5.4	6.4
COc1ccc(CCNC(=O)CCc2cc(OC)c(OC)c(OC)c2)cc1	10.9	3.8	-3.4	-2.9	-13.9	10.3	1.6	10.2	-4.5
COCCNC(=O)Cn1c(=O)n(CCCC(=O)NCc2ccc3c(c2)OCO3)c(=O)c2sccc21	16.6	5.2	-5.3	-2.7	-6.1	26.7	-0.1	-4.0	10.6
CCN(CC)c1ccc(NC(=O)CN(C)Cc2cccs2)cc1	24.0	-10.7	-3.7	0.4	5.1	-19.2	1.3	12.8	5.0
O=C(COC(=O)c1ccc([N+](=O)[O-])o1)NCCCc1ccccc1	29.3	3.2	2.6	6.2	-20.9	4.7	2.3	-63.5	-111.6
Cc1onc(-c2c(F)cccc2Cl)c1C(=O)N1CCCC1	7.4	18.3	-2.4	4.8	3.0	0.3	-1.6	4.2	-4.2
CCOC(=O)c1snc2c(=O)[nH]cnc12	5.7	6.0	-1.1	-3.5	5.3	14.3	-1.3	7.8	4.0
Cc1nnc(SCC(=O)NC(C)c2ccccc2)[nH]c1=O (stereo unspecified)	-2.0	3.1	2.0	-3.9	-3.9	14.6	-0.3	-1.8	-4.7
CC(C)Oc1ccc(C(=O)N(Cc2ccco2)C2CCS(=O)(=O)C2)cc1 (stereo unspecified)	27.8	23.7	2.8	0.5	-0.9	8.3	0.7	23.9	15.8
COc1ccccc1CSc1nc2ccccc2[nH]1	26.1	-10.1	3.4	4.7	1.1	-65.1	3.5	23.9	23.4

# Reprinted from the part before: 2 entries, then new ones.
Molecule	tim23-1 inh	APJ antag	UPR XBP1 act	APJ ag	CXCR6 block	Mdm2 MdmX PPI	UPR CHOP act	TIM10 inh	tim10-1 inh
CC(C)Oc1ccc(C(=O)N(Cc2ccco2)C2CCS(=O)(=O)C2)cc1 (stereo unspecified)	27.8	23.7	2.8	0.5	-0.9	8.3	0.7	23.9	15.8
COc1ccccc1CSc1nc2ccccc2[nH]1	26.1	-10.1	3.4	4.7	1.1	-65.1	3.5	23.9	23.4
O=S(=O)(c1cc(F)ccc1F)N1CCN(c2ncccn2)CC1	17.8	-5.5	-4.8	-3.5	13.1	1.4	1.8	17.9	27.5
CCc1ccc2oc(C(=O)NCc3ccc(S(N)(=O)=O)cc3)c(C)c2c1	-3.9	-3.3	-0.1	-4.8	-6.2	27.4	2.7	-16.9	3.4
O=C(NCc1ccc2c(c1)OCO2)c1ccc(CS(=O)Cc2ccc(Cl)cc2)o1 (stereo unspecified)	12.3	23.7	-10.9	0.0	-2.7	12.9	-1.2	-3.4	-3.4
CCc1ccccc1NC(=S)Nc1cc(OC)c(NC(=O)C(C)C)cc1OC	23.9	11.3	-0.5	-1.6	-8.0	16.3	0.3	-0.9	23.1
Cc1ccc(N2C(=O)CCC(C(=O)O)C2c2cccs2)cc1 (stereo unspecified)	1.6	10.7	1.0	-2.6	7.4	4.1	-1.3	-13.7	8.8
Cn1cccc1C(=O)OCC(=O)c1cc2ccccc2o1	32.9	5.2	1.4	-2.7	-1.8	-14.5	3.0	13.4	7.7
CCN(CC)C(=O)Cn1cc(S(=O)(=O)CC(=O)Nc2cc(OC)ccc2OC)c2ccccc21	3.6	4.2	-0.6	-2.1	-8.9	6.2	0.0	13.1	9.3
CCN(CC)C(=O)N1c2ccccc2Sc2ccccc21	21.0	4.6	-1.2	-2.1	2.5	13.2	0.2	-8.5	20.5
c1ccc(C2CCC(N3CCC(N4CCCCC4)CC3)CC2)cc1 (stereo unspecified)	0.4	15.6	0.7	-3.0	.	91.3*	0.3	-247.1	-48.7
COc1ccc(Cn2c(=O)oc3ccc(C)cc32)cc1	17.7	16.2	-3.0	-1.4	2.7	15.6	0.9	97.3*	-5.6
COc1ccc(/C=N/Nc2cc(C)nc3c(C)cccc23)cc1	-36.8	-0.7	22.8	14.8	-30.8	97.4*	7.8	11.0	-34.1
Cc1ccccc1C(=O)NC(=S)NCCc1ccccc1	35.2	2.3	2.4	-1.6	-4.8	11.0	2.2	12.5	31.2
CC(=O)Nc1ccc(N(C(=O)CNC(=O)c2ccco2)C(C(=O)NCc2ccco2)c2ccccc2F)cc1 (stereo unspecified)	8.0	-12.0	0.6	-1.2	-5.4	-3.1	-3.2	-3.5	8.2
O=C(CN(Cc1ccc(F)cc1)C(=O)CNS(=O)(=O)c1ccccc1)NCC1CCCO1 (stereo unspecified)	11.8	-0.5	5.8	-4.7	0.7	-2.9	0.2	14.9	-12.1
Cc1ccccc1NC(=O)c1cc(S(=O)(=O)N2CCOCC2)cs1	4.2	4.7	8.6	-0.8	1.5	12.2	1.4	18.1	7.1
O=C(Cc1ccccn1)c1ccc(Cl)cc1	27.3	7.5	3.1	4.2	4.0	-47.4	5.9	29.7	29.3
COc1ccc(/C(O)=C2/C(=O)C(=O)N(CCN3CCOCC3)C2c2ccccn2)cc1OC (stereo unspecified)	1.3	-15.7	-0.2	8.9	-3.2	16.6	0.2	-1.4	-0.2
CC1CCN(S(=O)(=O)c2ccc(-c3nnc(SCc4cccnc4)o3)cc2)CC1	26.0	-4.6	1.8	-2.7	-0.9	5.8	-0.8	10.3	22.5
